Screening data as filed in PubChem BioAssay.
ABCB6 inh 2 = inhibitors of human ABC transporter ABCB6. Q9NP58. K562-ABCB6 porphyrin accumulation, flow cytometry, 1 h; hits give low values. fluorescence ratio to DMSO, % at 10 µM. 360,000 compounds, 0.19% hits. AID 602162;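 active = fluorescence ratio to DMSO below 75%, the collection mean minus 3 SD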;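 also: signal is porphyrin accumulated inside mitochondria; 100% equals median channel fluorescence of DMSO control wells; lower ratio means ABCB6 inhibition with less porphyrin fluorescence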
Cardio protect = protects H9c2 cardiomyocytes from peroxide injury; H2O2 injury protection, ATPLite, 2 h; protection from H2O2 cell death, % at 20 µM; 360,000 compounds, 0.63% hits;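 active = compounds giving at least 50% protection of heart cells from peroxide-induced death in the single-dose screen, raw or plate-pattern-corrected value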;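 also: 0% = DMSO wells with peroxide and 100% = DMSO wells without peroxide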
MC4R antag cAMP = antagonists of human melanocortin 4 receptor (MC4R); P32245; MC4R-expressing cells, MTII-stimulated cAMP, LANCE TR-FRET; inhibition, % at 6.5 µM; 360,000 compounds, 0.48% hits;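 active = inhibition above its plate's cutoff, the mean of tested wells on that plate plus 3 SD, cut at about 29% in these data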;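 also: 0% = Melanotan II alone and 100% = Melanotan II plus saturating MCL0020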
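System: U2OS cells stably expressing human melanocortin 4 receptor (MC4R). Reagent: Melanotan II challenge after compound preincubation. Doses: 6.5 µM. Times: 30-min compound, 1-h challenge, 1-h detection, room temperature. Measured by: TR-FRET with Eu-cAMP and labeled anti-cAMP, 671 nm. Replicates: singlicate.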
HTR2A ag = agonists of mouse serotonin 5-HT2A receptor (HTR2A); P35363; activation, % at 7.6 µM; CHO-K1 mHTR2A beta-arrestin complementation, luminescence; percent of 30 µM serotonin response; 360,000 compounds, 0.66% hits;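 active = activation above a run cutoff, the mean activation of all tested compounds plus 3 SD, cut at about 14% in these data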;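 also: 0% = plate median of compound wells and 100% = 30 µM serotonin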
Target sequence (P35363 whole entry, looked up): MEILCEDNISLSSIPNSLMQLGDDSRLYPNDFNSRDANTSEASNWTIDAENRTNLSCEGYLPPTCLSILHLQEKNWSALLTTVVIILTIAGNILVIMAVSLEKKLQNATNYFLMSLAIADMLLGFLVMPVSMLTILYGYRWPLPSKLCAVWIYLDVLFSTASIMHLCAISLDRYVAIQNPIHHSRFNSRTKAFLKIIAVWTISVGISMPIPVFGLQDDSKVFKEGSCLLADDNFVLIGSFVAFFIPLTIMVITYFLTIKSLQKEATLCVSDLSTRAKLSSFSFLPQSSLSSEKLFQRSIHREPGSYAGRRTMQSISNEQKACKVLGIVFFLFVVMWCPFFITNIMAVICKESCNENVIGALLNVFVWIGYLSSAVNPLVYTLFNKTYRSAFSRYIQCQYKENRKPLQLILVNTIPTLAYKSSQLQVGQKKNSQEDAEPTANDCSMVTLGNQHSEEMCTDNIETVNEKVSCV
CaV13 FRET inh = Primary screen for inhibitors of IQ motif and Ca2+-dependent inactivation inhibitor domain binding in CACNA1D, Förster resonance energy transfer in living cells, …; inhibition, % at 12.3 µM; HEK cells, CFP/YFP FRET ICDI-IQ, plate reader, 10 min; percent FRET-ratio fall versus neutral wells; 340,000 compounds, 0.098% hits; AID 743397;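 active = mean replicate inhibition of at least 30% and at least 1% of replicates passing that level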;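 also: 0% = median of the neutral control wells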
Exocytosis inh = blocks lytic granule exocytosis | TALL-104 LAMP-1 surface exposure, flow cytometry; cells stimulated with thapsigargin and PMA | inhibition, % at 10 µM | 360,000 compounds, 0.66% hits;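 active = inhibition above about 55%, limit read from the data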
MC4R barr agon = activates human MC4R beta-arrestin recruitment | U2OS MC4R beta-arrestin complementation, luminescence; percent of melanotan II response, DMSO zero | activation, % at 8.9 µM | 360,000 compounds, 0.98% hits | AID 540308;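 active = activation above a per-plate cutoff, the mean activation of sample wells on that plate plus 3 SD, cut at about 8% in these data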
ABHD5 PLIN5 PPI = ABHD5-PLIN5 protein interaction inhibition; 360,000 compounds, 0.78% hits; inhibition, % at 4 µM; Split G. princeps luciferase complementation, luminescence, 4 h; Q00G26+Q8WTS1;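 active = inhibition above the mean inhibition across every tested compound plus 3 SD, cut at about 22% in these data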;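 also: 0% = DMSO only wells and the 100% control is not disclosed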
Glyco luc inh = N-linked glycosylation inhibition; D54 ERlucT glycosylation luciferase reporter, 24 h; percent of 100 nM tunicamycin response; reporter increase, % at 12.5 µM; 360,000 compounds, 0.23% hits;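 active = mean luciferase reporter signal, scaled so untreated is 0 and the glycosylation-blocking control 100, at or above a set limit in every replicate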;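 also: luciferase carries N-glycosylation sites so blocking glycosylation raises the light; 0% = median of neutral control wells and 100% = median of 100 nM tunicamycin wells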
PDI turbidity = blocks human protein disulfide isomerase activity. P07237. PDI insulin aggregation turbidity, A650, 90 min. inhibition, % at 10 µM. 350,000 compounds, 0.052% hits. AID 588391;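 active = mean inhibition across replicates of 30% or more, whatever share of single replicates reach that level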;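 also: absorbance from insulin aggregation driven by PDI reduction with DTT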
Target sequence (P07237 whole entry, looked up): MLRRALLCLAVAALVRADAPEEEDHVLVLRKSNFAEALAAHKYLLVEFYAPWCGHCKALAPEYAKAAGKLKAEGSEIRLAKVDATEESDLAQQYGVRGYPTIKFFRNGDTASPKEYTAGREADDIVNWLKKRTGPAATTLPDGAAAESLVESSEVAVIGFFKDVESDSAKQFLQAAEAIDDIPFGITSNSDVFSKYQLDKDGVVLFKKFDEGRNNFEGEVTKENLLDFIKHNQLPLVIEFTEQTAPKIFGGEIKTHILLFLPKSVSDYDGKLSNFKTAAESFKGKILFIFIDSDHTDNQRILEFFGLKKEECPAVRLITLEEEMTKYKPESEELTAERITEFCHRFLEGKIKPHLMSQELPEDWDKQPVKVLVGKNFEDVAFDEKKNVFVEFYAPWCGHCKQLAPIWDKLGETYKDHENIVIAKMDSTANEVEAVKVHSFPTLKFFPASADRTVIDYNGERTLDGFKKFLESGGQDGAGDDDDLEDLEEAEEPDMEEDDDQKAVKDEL
* hit, by the source's call; . = no result given.

SMILES | ABCB6 inh 2 | Cardio protect | MC4R antag cAMP | HTR2A ag | CaV13 FRET inh | Exocytosis inh | MC4R barr agon | ABHD5 PLIN5 PPI | Glyco luc inh | PDI turbidity
Cn1cccc1/C=C1\SC(=S)N(NC(=O)c2ccc(Cl)cc2)C1=O | 95 | -14 | 12 | 6 | -10 | -3 | -4.4 | 1 | -1 | -1
CCOc1ccc(C(=O)Nc2sc3c(c2C(=O)OC)CC(C)(C)NC3(C)C)cc1 | 96 | -3 | 2 | 2 | -7 | 21 | 0.7 | 3 | 0 | 6
O=C(CSc1nnnn1C1CCCCC1)NNC(=O)c1ccco1 | 100 | -2 | 26 | -2 | -1 | 3 | -1.4 | 0 | 2 | -1
COc1ccc(N2CCN(c3nc4ccccc4n3CC(=O)c3ccccc3)CC2)cc1 | 92 | 5 | 0 | -8 | -4 | -2 | -2.5 | -4 | -4 | 2
CNC(=O)OCc1nc(SSC(C)(C)C)n(C)c1COC(=O)NC | 105 | 16 | -5 | -2 | -6 | 6 | -0.7 | -4 | 15 | -1
COc1ccc(CNC(=O)C2CCN(C(=O)c3sccc3-n3cccc3)CC2)cc1 | 96 | -2 | 13 | -4 | -5 | -5 | -3.5 | 0 | -1 | -7
COc1cccc(NC(=O)CN2CCN(C(=O)c3ccco3)CC2)c1 | 100 | -2 | 12 | 5 | . | -10 | 1.3 | 4 | 0 | -1
CC(C)OC(=O)CSc1nc(-c2ccc(F)cc2)cc(C(F)(F)F)n1 | 92 | -6 | 14 | 2 | -4 | 1 | 1.4 | 3 | 0 | -3
Cc1ccc(SCc2cc(=O)n(C)[nH]2)cc1 | 103 | 7 | -4 | -5 | -15 | -1 | -1.3 | 2 | 0 | -7
O=C(NCc1ccccc1Cl)c1ccccc1CCc1ccccc1 | 105 | 7 | 8 | -8 | -18 | 22 | 2.5 | -1 | -1 | -6
O=C(CN(Cc1ccccc1)C1=NCCS1)c1ccc(Cl)cc1 | 100 | -6 | 3 | -6 | 5 | 0 | -0.2 | -5 | -2 | -1
Cc1cc(C(=O)Nc2ccccc2N2CCCCC2)no1 | 103 | -2 | 11 | -1 | -7 | 6 | 4.9 | -6 | -4 | 4
Cc1ccc(NC(=S)Nc2ccc(F)cc2)cc1 | 96 | -3 | 3 | -4 | -20 | 10 | 0.1 | -6 | -1 | -1
COc1cc(C2CC(=O)N(CC(=O)NCC3CCCO3)c3ccccc3S2)cc(OC)c1OC (configuration not stated) | 108 | 3 | -38 | 2 | 4 | -4 | -3.7 | 2 | -1 | -8
FC(F)(F)c1nc2ccccc2n2c(-c3c(Cl)cccc3Cl)nnc12 | 94 | -7 | -70 | 2 | -2 | -2 | -0.4 | -1 | -2 | 2
O=C(NC1CCCc2ccccc21)c1cccc(F)c1 (configuration not stated) | 99 | 10 | 6 | 1 | -2 | 1 | -1.3 | -6 | -2 | -3
Cc1nc2sc(C(c3ccco3)N3CCC4(CC3)OCCO4)c(O)n2n1 (configuration not stated) | 98 | 8 | 9 | 5 | -4 | -1 | 2.5 | 23* | 1 | 2
Cc1ccc(S(=O)(=O)N(CC(=O)Nc2cc(C)ccc2C)C(=O)N2CCN(C)CC2)cc1 | 104 | -2 | 0 | -1 | -6 | 0 | -1.7 | -6 | -1 | 4
NS(=O)(=O)c1ccc(CCNC(=O)Nc2ccc(Cl)c(Cl)c2)cc1 | 100 | -11 | 1 | 1 | -8 | 2 | -0.9 | 4 | -3 | -13
Cc1ccc(OCC(=O)Nc2ccc3c(c2)nc(CCN2CCOCC2)n3C)cc1 | 104 | 4 | 10 | -3 | -6 | 0 | -0.9 | 5 | -10 | 9
Cn1nc(C(=O)N2CCOCC2)c([N+](=O)[O-])c1C(=O)N1CCOCC1 | 96 | 0 | 3 | 6 | 3 | 2 | -1.5 | -7 | 0 | -2
COc1ccc(C(=O)NCc2nnc(SCC(=O)N3CCCC3)o2)cc1 | 96 | -2 | -1 | 0 | -7 | -2 | -2.3 | -5 | 2 | 1
CCc1ccc(-c2cc(C)no2)cc1S(=O)(=O)N1CCN(c2ccccc2OC)CC1 | 91 | 1 | -1 | -1 | -2 | 21 | -1.5 | -2 | -5 | 10
CC(C)Cc1ccc(/C=C/C(=O)NC2CC2)cc1 | 108 | -10 | -3 | -2 | -5 | -6 | -0.9 | -7 | -5 | -2

Some entries already given, showing only MC4R antag cAMP, Cardio protect and ABCB6 inh 2.
| SMILES | MC4R antag cAMP | Cardio protect | ABCB6 inh 2 |
| --- | --- | --- | --- |
| O=C(NCc1ccccc1Cl)c1ccccc1CCc1ccccc1 | 8 | 7 | 105 |
| COc1cc(C2CC(=O)N(CC(=O)NCC3CCCO3)c3ccccc3S2)cc(OC)c1OC (configuration not stated) | -38 | 3 | 108 |

The listing continues.
SMILES | ABCB6 inh 2 | Cardio protect | MC4R antag cAMP | HTR2A ag | CaV13 FRET inh | Exocytosis inh | MC4R barr agon | ABHD5 PLIN5 PPI | Glyco luc inh | PDI turbidity
O=C(c1nc[nH]c1C(=O)N1CCc2ccccc2C1)N1CCc2ccccc2C1 | 101 | 24 | 5 | 2 | -10 | 6 | 0.3 | 7 | 5 | -2
CCOc1ccc(NC2=NCCC(=O)N2Cc2cccs2)cc1 | 101 | -3 | 6 | -4 | -3 | 2 | -1.0 | -1 | 0 | -8
CCOCCCNC(=O)C(c1ccc(C)cc1)N(Cc1cccs1)C(=O)CNC(C)=O (configuration not stated) | 98 | 3 | -7 | 5 | -2 | -2 | -0.2 | 1 | 3 | -1
Cc1ccc(NC(=O)CN2CCC(NC(=O)Cc3ccccc3)CC2)c(C)c1 | 97 | 5 | 2 | 5 | 9 | -2 | 1.1 | 2 | -3 | 4
COCCn1nnnc1SCC(=O)Nc1ccc2c(c1)OCO2 | 100 | -2 | 16 | 1 | -11 | -3 | -1.1 | -5 | 0 | -1
O=C(Nc1ccc(Br)cc1Cl)c1cnccn1 | 93 | -1 | -7 | 2 | -7 | 0 | 0.5 | 6 | 3 | 5
Cc1ccccc1-n1ncc2c([N+](=O)[O-])cc([N+](=O)[O-])cc21 | 112 | -16 | 2 | -1 | -5 | -2 | -2.3 | -6 | -1 | 3
O=C(NC1CCCC1)c1cc(-c2ccc(Cl)cc2)on1 | 99 | -2 | 9 | -6 | -3 | 4 | -2.2 | -1 | -4 | -1
CCCN(CC(=O)Nc1ccc(C(N)=O)cc1)CC(=O)Nc1ccccc1C | 98 | -3 | 18 | 2 | 0 | 2 | -4.3 | 1 | -1 | -5
O=C(c1ccc(CSc2nc3ccncc3[nH]2)cc1)N1CCN(c2cccc(Cl)c2)CC1 | 93 | -24 | 22 | -2 | -3 | 10 | 1.6 | 2 | -3 | .
CC(C)CC(=O)Nc1ccc(C(=O)Cn2nc(C(=O)O)c3ccccc3c2=O)cc1 | 103 | 34 | 9 | 5 | -5 | 2 | -1.0 | 3 | -2 | -8
Cc1cc(C)n(Cc2ccc(Cl)nc2)n1 | 96 | -2 | 6 | 1 | 8 | 0 | -2.3 | 2 | 1 | -1
Cn1c2ccccc2c2cc(/C=C(\NC(=O)c3ccccc3)C(=O)O)ccc21 | 95 | 2 | -3 | 2 | -3 | 0 | -1.2 | 1 | 1 | -11
COc1ccc(C(=O)Nc2nnc(S(=O)(=O)N3CCC(C)CC3)s2)cc1OC | 105 | 0 | 6 | -5 | -7 | 1 | -4.0 | 8 | 3 | -4
O=C(Nc1cccc(F)c1)c1ccc2c(c1)OCCO2 | 100 | -14 | 8 | -1 | -3 | -3 | 6.3 | -5 | -7 | 12
CCc1ccc(N2CN(Cc3ccco3)CNC2=S)cc1 | 103 | 2 | 4 | 3 | -21 | 9 | -0.2 | -7 | -2 | -2
COc1ccccc1CN1CCNC(=O)C1CC(=O)N(C)Cc1cnccn1 (configuration not stated) | 98 | 7 | 4 | 2 | . | -2 | -0.8 | 1 | 0 | 1
COCc1cc(C)nc(OCC(=O)N/N=C/c2ccc(-c3cc([N+](=O)[O-])ccc3Cl)o2)c1C#N | 98 | 11 | 6 | -3 | -5 | 0 | -1.8 | -2 | 0 | -2
Cc1ccccc1-c1ccc(C(=O)NCc2ccccc2)o1 | 99 | -1 | 3 | -8 | -10 | 1 | 3.1 | -3 | 4 | 4
COc1cccc(NC(=O)C(C)N2C(=O)c3ccccc3S2(=O)=O)c1 (configuration not stated) | 101 | 10 | 9 | 2 | -5 | 1 | -1.6 | 17 | 3 | 3
O=c1c2sc(-c3ccccc3)cc2nc2n1CCCCC2 | 101 | -11 | 9 | -3 | -12 | -11 | -3.0 | 2 | -12 | -1
CNc1oc(-c2cccs2)nc1C#N | 93 | 16 | 8 | 2 | -4 | 6 | 2.1 | 8 | -1 | 9
O=S(=O)(c1ccc(S(=O)(=O)N(Cc2cccs2)CC2CCCO2)cc1)N1CCCCC1 (configuration not stated) | 105 | 0 | 10 | -1 | -3 | 0 | 1.2 | -7 | -6 | 0
O=C(Nc1ccc(S(=O)(=O)Nc2ncccn2)cc1)c1ccc2ncsc2c1 | 103 | 5 | -18 | -6 | -5 | -4 | 0.0 | -7 | -2 | 0
CN(CC(=O)Nc1cccc(F)c1)C(=O)c1cc([N+](=O)[O-])ccc1N1CCOCC1 | 104 | 2 | 9 | 8 | -7 | 0 | -2.5 | 4 | 0 | 2
COc1ccc(NC(=S)NCCCN2CCCC2)cc1Cl | 99 | 3 | 0 | -6 | -16 | -3 | -1.6 | -2 | 2 | -3
C=CCc1ccc(OCCOCCOc2ccccc2[N+](=O)[O-])c(OC)c1 | 97 | -22 | 1 | -5 | . | 2 | -1.6 | 1 | -1 | -3
O=C(CSc1ccc2nnc(-c3ccc(Cl)cc3)n2n1)N1CCc2ccccc21 | 102 | 30 | 6 | 4 | -8 | -3 | -0.3 | -2 | 1 | -2
C1=C(c2ccccc2)Nc2nnnn2C1c1cccs1 (configuration not stated) | 94 | -8 | -7 | -7 | . | 0 | 1.4 | 0 | 1 | 13
CCn1cc([N+](=O)[O-])c(C(=O)Nc2nc3ccc(OC)cc3s2)n1 | 104 | -2 | 5 | -1 | -5 | 16 | -3.5 | -3 | -2 | -7
COc1ccc(C(=O)Nc2ccc3cn[nH]c3c2)c(OC)c1 | 99 | -2 | -3 | 1 | 2 | 1 | 3.5 | -1 | 0 | 17
COC(=O)C1=C(C)N(CCc2c[nH]c3ccccc23)C(=O)C1 | 98 | 11 | 9 | -2 | -4 | -2 | -1.2 | -8 | 0 | 8
COc1ccc(NC(=O)C2(S(=O)(=O)c3ccc(C)cc3)CC2)cc1OC | 85 | 10 | -3 | 6 | -3 | -9 | 0.1 | 1 | 2 | 13
Nc1nonc1-c1nc2ccccc2n1Cc1ccc(Cl)cc1 | 108 | -7 | -6 | 0 | -10 | -1 | 11* | 4 | 0 | 6
CC1CCN(C(=O)CSc2nncn2C)CC1 | 100 | -9 | 6 | 3 | -5 | 14 | -1.0 | 2 | 1 | -1
CC1CN(C(=O)/C=C/c2ccc3c(c2)OCO3)CC(C)O1 (configuration not stated) | 101 | 0 | -1 | -3 | -2 | -1 | 0.2 | 1 | 1 | -5

Outcome played no part in choosing rows, and some 4.2% of all compounds hit somewhere here.
